A549 tox: kills or reduces viability of A549 cells in Nrf2 counter-screen | actives 0.16% (n = 390,000) | A549 ARE-Fluc cells, CellTiter-Fluor viability, 18-24 h | Potency, µM (doses to about 46 µM), without a hit: at the highest dose activity change, negative = cytotoxicity, actives largely listed as inhibitors; also: potency is read from the fitted curve at half-maximal effect; % is scaled to controls: 0 for no effect and ±100 for the full control effect
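A549 ARE_Fluc cells in 5% FBS OPTI-MEM were exposed to compounds in concentration-response for 18-24 h at 37 deg C. Viability was read by CellTiter-Fluor fluorescence (Ex 405/Em 525) after 30 min, before the luciferase read.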
TGFb SMAD3 inh: blocks TGF-b signaling. HepG2 CAGA-GFP TGF-b/SMAD3 reporter, GFP fluorescence, 18 h; TGF-beta stimulated, 500 pg/mL final. Potency, µM (series often up to 46.1 µM), inactives show top-dose activity, negative = inhibition, hits mostly inhibitors. actives 1.2% (n = 410,000); also: potency is read from the fitted curve at half-maximal effect; % is scaled to controls: 0 for no effect and ±100 for the full control effect; nearly all actives have a fitted effect of over 65% in size
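HEPG2 CAGA-GFP cells (1000/well, DMEM with 1% FBS) were pre-incubated 2 h at 37 degrees C, given compound by pin tool, then stimulated with TGF-beta at 500 pg/mL final for 18 h before per-cell GFP fluorescence imaging.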
Nrf2 activator: activates Nrf2 signaling | AREc32 ARE-luciferase reporter (MCF7-derived line), luminescence, 24 h | Potency, µM (titrated, usually from 46.1 µM), for inactives: at the top dose activation, usual class: activators | actives 0.31% (n = 410,000) | AID 624171; also: potency is read from the fitted curve at half-maximal effect; % of control where 0% means no effect; nearly all actives have a fitted effect of over 65% in size
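AREc32 cells carrying an ARE-driven firefly luciferase reporter were seeded at 1000 cells/well in OPTI-MEM with 5% FBS, then exposed to compound for 24 hr at 37 deg C. Luminescence was read with Steady-Glo after 30 min at RT.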
HepG2 viability: HepG2 cytotoxicity, counter-screen for TGF-b inhibitors; actives 0.76% (n = 410,000); AID 588856; HepG2 CAGA-GFP viability, ATP luminescence, 18 h; Potency, µM (highest dose often 46.1 µM), for inactives: at the top dose activity change, negative = cytotoxicity, hits mostly cytotoxic; also: potency is read from the fitted curve at half-maximal effect; some results filed as inactive show a strong effect at the top dose
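CellTiter-Glo luminescence gave cytotoxicity after 18 hours at 37 degrees C. The cells were HepG2 CAGA-GFP in 1% FBS DMEM, stimulated with 500 pg/mL TGF-beta after compound addition. %Activity was normalised to no-cell wells (complete cell-killing) and DMSO (no toxicity), and curves were fitted and classified.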
S2 tox: reduces viability in counter-screen for ATXN expression inhibitors. actives 0.49% (n = 400,000). Potency, µM (highest dose often 56.7 µM), most hits filed as cytotoxic. AID 651635. S2 cells (HEK-293 line with an ATXN2-luciferase reporter) viability, CellTiter-Fluor protease fluorescence, 24 h; also: potency is read from the fitted curve at half-maximal effect; nearly all actives have a fitted effect of over 40% in size
MCF10A rerep: DNA re-replication induction in MCF 10a cells | MCF 10A DNA re-replication, Hoechst nuclear intensity, 48 h | Potency, µM (highest dose often 46.1 µM), for the others: at the top dose activity, positive = re-replication, actives largely listed as activators | actives 2.9% (n = 350,000) | AID 624296; also: potency is read from the fitted curve at half-maximal effect; % of control where 0% means no effect; nearly all actives have a fitted effect of over 50% in size
Nrf2 inh: blocks Nrf2 signaling | actives 2.1% (n = 360,000) | A549 ARE-Fluc reporter, luciferase luminescence, 18-24 h | Potency, µM (doses to about 46 µM), for inactives: top-dose activity change, negative = inhibition, usual class: inhibitors; also: potency is read from the fitted curve at half-maximal effect; % is scaled to controls: 0 for no effect and ±100 for the full control effect; nearly all actives have a fitted effect of over 60% in size
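A549 ARE_Fluc cells, 5000/well, 5% FBS OPTI-MEM; compounds in dose-response, 18-24 h at 37 °C/5% CO2; CellTiter-Fluor viability read (Ex 405/Em 525), then BugLite luciferase luminescence = Nrf2 activity.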
ATXN2 expr inh: reduces ATXN2 reporter expression in HEK-293 cells; actives 0.72% (n = 360,000); Potency, µM (highest dose often 57 µM), without a hit: at the highest dose activity change, negative = inhibition, actives largely listed as inhibitors; AID 1745845; HEK-293 ATXN2-luciferase reporter, luminescence, 24 h; also: potency is read from the fitted curve at half-maximal effect; % is scaled to controls: 0 for no effect and ±100 for the full control effect; nearly all actives have a fitted effect of over 55% in size
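ATXN2-luciferase reporter cells (luciferase flanked by upstream and downstream ATXN2 gene portions) were treated 24 h at 37 °C with compounds at up to 57 uM. SteadyGlo luminescence gave expression; GF-AFC fluorescence gave viability.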
IL-1B inflam inh: inflammasome signaling inhibition, IL-1 beta readout | actives 4.7% (n = 360,000) | activity change, % at 57.5 µM | THP-1 LPS/ATP IL-1B secretion, AlphaLISA, 16 h; hits give low values; in the data active = activity change below about -50%; inconclusive = mostly about -30% to -49%; also: % is scaled to controls: 0 for no effect and ±100 for the full control effect
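THP-1 cells pretreated 1 hr with compounds (up to 57.5 uM final), then stimulated with LPS (250 ng/mL final) plus ATP (1.25 mM final); secreted IL-1B measured by AlphaLISA after 16 hr, decreased signal indicating inhibition.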
* = called active by the depositor; i = inactive; ? = inconclusive; · = no result given; [ ] = remark or other dose. Unless noted, calls follow the shape of the dose curve; as a rule, active = well fitted curve in the direction sought with a large enough effect; inconclusive = small, poorly fitted or top-dose-only effect, or another doubt; inactive = no such curve, though single readings can be large; an effect the other way counts as inactive or inconclusive.

Compound	A549 tox	TGFb SMAD3 inh	Nrf2 activator	HepG2 viability	S2 tox	MCF10A rerep	Nrf2 inh	ATXN2 expr inh	IL-1B inflam inh
CCN(CC)S(=O)(=O)c1cccc(NC2=NCC(C)S2)c1 (stereo unspecified)	0%	1%	3.4%	-13%	i	-12%	0%	5%	11
COc1cc(OC)c2c(c1)OC(=O)CC2c1cc(OC)c(OC)c(OC)c1 (stereo unspecified)	3%	-16%	-0.1%	-19%	i	-2%	19%	-4%	5
O=C(CN(CC1CCCO1)S(=O)(=O)c1ccc(S(=O)(=O)NC2CC2)cc1)Nc1ccccc1 (stereo unspecified)	13%	-2%	-0.3%	5%	i	-1%	10%	4%	-12
Cc1cc(C)c(OCC(=O)N(Cc2ccc(N(C)C)cc2)C2CCS(=O)(=O)C2)c(C)c1 (stereo unspecified)	0%	9%	0.6%	11%	i	15%	27%	-20%	-72*
C=CCn1c(=O)c2c(nc(Br)n2Cc2ccccc2Cl)n(C)c1=O	-12%	2%	8.4%	4%	i	-8%	?	-20%	-1
CN(C)CCCNC1=CC(=O)CC(c2ccccc2)C1 (stereo unspecified)	-1%	?	-0.7%	-1%	i	-6%	-3%	-4%	-3
N#Cc1ccc(-c2nc3ccc(Cl)cn3c2Cc2cccc(F)c2)cc1	·	-3%	6.9%	-25%	i	·	·	-1%	0
CN(C(=O)CSc1nnc(-c2ccccc2)c(-c2ccccc2)n1)C1CCS(=O)(=O)C1 (stereo unspecified)	5%	?	0.3%	2%	?	2%	-1%	?	5
O=C(NC1CCCN(CCc2ccccc2)C1)c1c[nH]c2ccccc12 (stereo unspecified)	7%	0%	0.3%	-5%	i	-1%	4%	-20%	?
CCC1=NN(C(=O)c2cccc([N+](=O)[O-])c2)C(O)(c2ccc(C)cc2)C1 (stereo unspecified)	-11%	?	7.8%	-74%	?	1%	-25%	-37%	44
Cc1ccc(C(=O)NC(=S)Nc2ccc(S(=O)(=O)N3CCN(C)CC3)cc2)cc1	2%	5%	3.7%	-10%	i	10%	-12%	-20%	-6
CCOc1ccccc1N1CCN(C(=O)NC(C)c2ccc(F)c(F)c2)CC1 (stereo unspecified)	-2%	-36%	-0.4%	-11%	i	?	-9%	2%	?
CCCc1nnc(NC(=O)CN2C(=O)C3C4C=CC(C4)C3C2=O)s1 (stereo unspecified)	-7%	-1%	0.4%	2%	i	-1%	18%	5%	22
CCOC(=O)c1ccc(NC(=O)CCc2c(C)nc3ncnn3c2C)cc1	?	0%	2.4%	-6%	i	-2%	8%	-2%	33
COC(=O)c1ccc(Nc2ccc3nonc3c2[N+](=O)[O-])cc1	0%	21%	0.8%	1%	i	?	6%	-1%	-13
CNC(=O)c1cc2c(s1)CCCCCC2	-18%	-6%	-0.2%	-7%	i	1%	3%	20%	31
CCN(Cc1ccccc1)S(=O)(=O)c1ccc(OC)cc1	-3%	?	0.0%	-51%	?	1%	4%	-4%	-4
CCOc1ccc(OCC)c(NC(=O)CSCCc2ccccn2)c1	-7%	7%	0.7%	-15%	?	4%	7%	-15%	-1
C/C(=N\NC(=O)CCc1c[nH]c2ccccc12)c1ccc([N+](=O)[O-])cc1	-22%	-19%	0.5%	-10%	i	16%	?	-20%	-2
COc1ccc(-n2ncc3c(NCc4ccc5c(c4)OCO5)ncnc32)cc1	·	-4%	2.6%	-17%	i	7%	?	48%[activator]	5

A stretch taken from the entries so far:
Compound	A549 tox	TGFb SMAD3 inh	Nrf2 activator	HepG2 viability	S2 tox	MCF10A rerep	Nrf2 inh	ATXN2 expr inh	IL-1B inflam inh
COC(=O)c1ccc(Nc2ccc3nonc3c2[N+](=O)[O-])cc1	0%	21%	0.8%	1%	i	?	6%	-1%	-13
CNC(=O)c1cc2c(s1)CCCCCC2	-18%	-6%	-0.2%	-7%	i	1%	3%	20%	31

(further entries)
Compound	A549 tox	TGFb SMAD3 inh	Nrf2 activator	HepG2 viability	S2 tox	MCF10A rerep	Nrf2 inh	ATXN2 expr inh	IL-1B inflam inh
Cc1cc(=O)n2cc(-c3ccccc3)nc2[nH]1	7%	5%	-0.3%	0%	·	-2%	6%	·	-7
CCCCCNC1=CC(=O)CC(c2ccccc2)C1 (stereo unspecified)	?	?	0.0%	-47%	i	?	·	-19%	-3
Cc1nn(CC(=O)NCc2ccco2)c(=O)c2nn(-c3ccccc3)c(C)c12	-2%	-4%	-0.2%	-15%	i	·	-10%	-2%	·
CC(=O)c1ccc(N2CCN(CC(=O)Nc3cc(C)on3)CC2)cc1	2%	-3%	2.3%	-3%	i	2%	-7%	9%	-4
Cc1ccc(NC(=O)CSc2nnc3n2CCCCC3)cc1S(=O)(=O)N1CCOCC1	·	1%	0.8%	4%	i	·	·	·	10
Cc1ccc2c(c1)C(=O)N1[C@H]3c4ccccc4OC[C@@H]3[C@H](c3ccccc3)[C@]1(C)C(=O)N2	1%	1%	-0.5%	-3%	i	?	?	14%	-62*
CC(=O)c1cccc(NC(=O)Cn2nc(C)n3cccc3c2=O)c1	1%	9%	3.6%	-10%	·	·	25%	·	·
CC(=O)Oc1cccc(C2C3=C(CC(C)(C)CC3=O)Nc3ccccc3N2C(C)=O)c1 (stereo unspecified)	0%	10%	-1.0%	-8%	i	?	3%	-17%	-17
CSCCC(NS(=O)(=O)c1ccc2[nH]c(=O)c(=O)[nH]c2c1)C(=O)O (stereo unspecified)	-7%	-9%	-0.4%	-14%	?	0%	4%	-14%	0
Cc1ccc2nc(C)cc(Nc3ccc4c(c3)OCCO4)c2c1	-23%	?	2.4%	-22%	?	0%	3%	-19%	?
COc1ccc(C(=O)COC(=O)CNC(=O)c2ccc(C)s2)c(OC)c1	-1%	-7%	-0.9%	14%	i	0%	10%	·	3
O=C1/C(=C/c2ccc3c(c2)OCO3)CCC/C1=C\c1ccc2c(c1)OCO2	17%	?	?	-5%	i	15µM*	14%	1%	-20
Cc1nn(-c2ccccc2)c(C)c1/C=N\N1CCN(c2ccc(Cl)cc2)CC1	-2%	5%	-0.9%	-3%	i	1%	·	-38%	-16
COc1ccc(C(=O)N/C(=C\c2cn(S(=O)(=O)N(C)C)c3ccccc23)C(=O)NC(C)C)cc1	-7%	-10%	-0.5%	-9%	i	6%	-3%	-15%[11.3 µM]	37
CCOc1ccc(OCC)c(NC(=O)C2CCCN(S(=O)(=O)c3ccc4c(c3)oc(=O)n4C)C2)c1 (stereo unspecified)	3%	-25%	-0.2%	1%	?	·	16%	-8%	·
OC[C@@H]1CN(Cc2cccc(C(F)(F)F)c2)C[C@H](n2cnc3c(NC4CC4)ncnc32)O1	·	2%	3.9%	0%	i	·	·	7%	7
CS(=O)(=O)c1cccc(C(=O)N(CCc2ccccc2)Cc2cccs2)c1	-1%	9%	-0.6%	-5%	i	3%	27%	-6%	-7
CN(CC(=O)Nc1ccc(S(=O)(=O)N2CCOCC2)cc1)Cc1ccc(F)cc1	-8%	0%	0.5%	4%	i	16%	?	-38%	0
COc1ccc(/C=C/C(=O)NC(=S)N2CCOCC2)cc1	-2%	-2%	-0.1%	2%	i	0%	?	46%[activator]	-8
CCOC(=O)C1=C(c2ccccc2)N=C2SCC(=O)N2C1c1ccc(O)c(OC)c1 (stereo unspecified)	-3%	2%	0.3%	-21%	i	0%	?	11%	-5

Some of these compounds in order of their number in IL-1B inflam inh, low to high.
structure | IL-1B inflam inh
COC(=O)c1ccc(Nc2ccc3nonc3c2[N+](=O)[O-])cc1 | -13
CCCCCNC1=CC(=O)CC(c2ccccc2)C1 (stereo unspecified) | -3
CCOc1ccc(OCC)c(NC(=O)CSCCc2ccccn2)c1 | -1
COc1ccc(-n2ncc3c(NCc4ccc5c(c4)OCO5)ncnc32)cc1 | 5
OC[C@@H]1CN(Cc2cccc(C(F)(F)F)c2)C[C@H](n2cnc3c(NC4CC4)ncnc32)O1 | 7

Following part:
Results follow in this order: A549 tox | TGFb SMAD3 inh | Nrf2 activator | HepG2 viability | S2 tox | MCF10A rerep | Nrf2 inh | ATXN2 expr inh | IL-1B inflam inh
> CCOc1ccccc1-c1noc(CCCC(=O)Nc2cccc(C(F)(F)F)c2)n1
→ -3% | ? | 5.7% | -35% | ? | · | ? | 0% | ·
> CCOC(=O)C1CCN(C(=O)COc2ccc(S(=O)(=O)NC(C)C)cc2Cl)CC1
→ 17% | ? | -0.6% | 7% | i | -1% | · | 9% | 0
> Cc1ccc(C(=O)Nc2ccc(NC(=O)c3ccccc3Cl)c(C)c2)cc1
→ · | 2% | 0.4% | -49% | ? | · | · | · | 1
> O=C(Nc1ccc2cn[nH]c2c1)c1ccccc1F
→ 2% | 16% | 2.9% | 6% | i | 11% | ? | 0% | -14
> O=C1CCCC2=C1C(c1cccs1)Nc1ccccc1N2 (stereo unspecified)
→ 10% | -8% | -0.5% | -8% | i | 10% | -17% | -8% | -2
> CN(CC(=O)Nc1ccc(Cl)cc1)CC(=O)Nc1sc2c(c1C(N)=O)CCC2
→ · | ? | 10% | -19% | ? | · | · | · | ?
> COC(=O)CCC(=O)OC1(C)C(=O)C=C2C=C(C3CC3)N(CCc3ccccn3)C=C2C1=O (stereo unspecified)
→ 1% | 12% | -1.0% | 2% | i | 5% | 5% | -2% | 2
